Assay outcomes: PubChem BioAssay, Sanford-Burnham Center for Chemical Genomics
CCR6 antagonist = antagonists of human CCR6 receptor | P51684 | CHO-K1 CCR6 PathHunter beta-arrestin, luminescence, CCL20-stimulated | inhibition, % at 20 µM | actives 0.49% (n = 340,000) | AID 493098;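 active means compounds whose inhibition of the agonist-driven luminescence signal at 20 µM reaches about 50%, limit read from the data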;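 further: cells stimulated with CCL20 at 14 nM final; plate controls were DMSO with CCL20 for no effect and DMSO without agonist for full effect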
APJ agonist = APJ receptor agonism | P35414 | activation, % at 20 µM | AID 2520 | CHO-K1 APJ PathHunter beta-arrestin, luminescence; 0% DMSO wells, 100% apelin | actives 0.11% (n = 330,000);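 active means activation more than six SD over the plate average, tested at 20 µM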;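 further: 0% = DMSO alone and 100% = apelin-13 at 10 nM; some results filed as inactive read as strong as hits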
Target sequence (P35414 whole entry, looked up): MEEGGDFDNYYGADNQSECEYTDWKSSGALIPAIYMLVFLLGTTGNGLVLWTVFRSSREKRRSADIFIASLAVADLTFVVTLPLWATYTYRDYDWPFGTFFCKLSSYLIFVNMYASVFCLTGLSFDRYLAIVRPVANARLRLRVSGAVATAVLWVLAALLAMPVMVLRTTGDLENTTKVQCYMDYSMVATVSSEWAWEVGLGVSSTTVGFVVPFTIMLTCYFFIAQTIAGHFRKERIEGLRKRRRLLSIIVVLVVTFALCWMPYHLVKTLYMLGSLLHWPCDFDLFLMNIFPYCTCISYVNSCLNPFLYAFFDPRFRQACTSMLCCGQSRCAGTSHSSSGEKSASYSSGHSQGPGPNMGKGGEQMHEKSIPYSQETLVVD
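Assay system: CHO-K1 APJ beta-arrestin complementation cell line / Compound: single test compound dose, 20 µM final, 1% DMSO / Times: overnight seeding, 90 min compound at 25 °C, 1 h detection / Technique: beta-gal luminescence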
APJ antag = antagonists of human APJ apelin receptor. P35414. CHO-K1 APJ beta-arrestin complementation, luminescence. actives 0.32% (n = 330,000). inhibition, % at 20 µM;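 active means inhibition above about 40% at 20 µM, limit read from the data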;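 further: cells challenged with 10 nM apelin-13 agonist together with compound; plate controls were apelin-13 plus DMSO wells for no effect and DMSO wells lacking apelin-13 for full effect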
UBC13 polyUb = blocks human UBC13 polyubiquitin chain formation; actives 0.47% (n = 330,000); inhibition, % at 20 µM; TR-FRET; P61088; in the data active means inhibition above about 45%, passing the limit was not always enough
Target sequence (P61088 whole entry, looked up): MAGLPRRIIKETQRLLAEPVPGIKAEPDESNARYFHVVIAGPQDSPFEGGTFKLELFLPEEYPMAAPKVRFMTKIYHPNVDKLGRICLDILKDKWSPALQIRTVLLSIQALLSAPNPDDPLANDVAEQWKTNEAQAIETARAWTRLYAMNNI
CXCR6 inh = CXCR6 (human) receptor inhibition; CHO-K1 PathHunter CXCR6 beta-arrestin, luminescence; inhibition, % at 20 µM; actives 0.36% (n = 360,000); in the data active means inhibition above about 34%, passing the limit was not always enough;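 further: antagonist mode with CXCL16 agonist at 10 nM final; 0% = 10 nM CXCL16 with DMSO and 100% = unstimulated wells without agonist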
Target sequence (O00574 whole entry, looked up): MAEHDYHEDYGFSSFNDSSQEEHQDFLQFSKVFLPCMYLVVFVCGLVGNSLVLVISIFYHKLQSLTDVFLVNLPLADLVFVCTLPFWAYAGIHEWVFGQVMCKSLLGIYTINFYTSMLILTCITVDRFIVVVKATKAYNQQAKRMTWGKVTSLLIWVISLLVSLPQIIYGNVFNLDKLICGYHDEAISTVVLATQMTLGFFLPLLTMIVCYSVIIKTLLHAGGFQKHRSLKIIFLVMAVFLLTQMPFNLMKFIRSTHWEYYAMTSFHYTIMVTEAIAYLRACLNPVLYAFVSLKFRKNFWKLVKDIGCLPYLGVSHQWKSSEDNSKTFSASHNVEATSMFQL
ATG4B inhibitor = inhibitors of human ATG4B cysteine protease; AID 504462; ATG4B cleavage of LC3-PLA2, NBD-HPC fluorescence, 1 h; Q9Y4P1; actives 0.51% (n = 340,000); inhibition, % at 8.33 µM; in the data active means inhibition above about 40%
EBI2 block = blocks human EBI2 receptor beta-arrestin signaling; EBI2 beta-arrestin recruitment, luminescence, 7a,25-OHC stimulated; AID 651636; P32249; actives 0.81% (n = 360,000); inhibition, % at 5 µM; in the data active means inhibition above about 38%;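 further: enzyme fragment complementation signal reports receptor beta-arrestin coupling in cells; 0% = agonist plus DMSO wells and 100% = wells without agonist; some results beyond the cut were filed as inactive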
Gli-Sufu block = blocks Gli-Sufu signaling in a luciferase reporter | Sufu-KO-LIGHT fibroblasts, Gli luciferase reporter luminescence | inhibition, % at 5 µM | actives 0.74% (n = 340,000) | AID 588413;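 active means inhibition above about 55%, limit read from the data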;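 further: 0% = DMSO-treated cells and 100% = wells with medium but no cells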
Active calls of the source: *; / = no result given. No enrichment for hits. Share with any hit: about 3%.

SMILES	CCR6 antagonist	APJ agonist	APJ antag	UBC13 polyUb	CXCR6 inh	ATG4B inhibitor	EBI2 block	Gli-Sufu block
CCOC(=O)c1ccc(N2C(=O)CC(C(=O)OC)=C2C)cc1	-1	-1	11	-4	4	-13	-1	1
Cc1ccc(C)c(NC(=O)C2CC(O)CN2C(=O)Oc2ccccc2)c1 (stereo unspecified)	-2	-1	19	4	-5	-3	2	19
CCn1c(=O)c2c(nc3n2CCS3)n(C)c1=O	1	-3	1	-8	-9	14	-1	2
CN(/N=C/c1ccccc1)C(=S)c1ccccc1	24	-5	7	6	7	-7	4	2
Cc1ccc(S(=O)(=O)C(CCC(=O)N2CCOCC2)S(=O)(=O)c2ccc(C)cc2)cc1	6	-2	-4	1	4	-10	-2	12
O=S(=O)(c1ccccc1)c1nc(Nc2cccc(O)c2)sc1Cl	3	-2	-6	-4	5	-15	12	4
O=C1NCCN1Cc1ccccc1	-11	-4	-11	7	-7	2	-20	2
CC(C)(C)NC(=O)NCc1ccco1	-9	4	4	-7	0	2	2	4
Cc1nc(SC(C)C(=O)NC2CCCCC2C)c2c(C)c(C)sc2n1 (stereo unspecified)	9	0	10	3	5	-2	-3	13
CCn1nc(CC(=O)Nc2ccc(-n3cnnn3)c(OC)c2)c2ccccc2c1=O	8	-2	1	-4	7	-2	-6	5
O=C(COc1ccc(Br)cc1F)NC1CCN(Cc2ccccc2)CC1	8	-5	-6	12	-1	-6	10	14
OCCC1CN(Cc2cccc(-n3cccn3)c2)CCN1Cc1ccccc1 (stereo unspecified)	-3	-2	-11	3	0	-4	10	12
CC1CCC(=O)N(CCOc2ccccc2)CC1 (stereo unspecified)	9	6	-4	0	-12	-1	-18	-31
COc1ccc(OC)c(S(=O)(=O)N2CCC(C(=O)NC3CC3)CC2)c1	7	2	3	-4	0	-2	2	2
CCc1ccccc1NC(=O)COC(=O)C1CC(=O)N(c2ccc(F)cc2)C1 (stereo unspecified)	-19	-1	-7	-9	-11	-1	-2	0
CCOC(=O)C1=CN(Cc2ccco2)S(=O)(=O)N(C)C1CC (stereo unspecified)	18	/	/	/	6	22	5	2
C=CCOc1ccc(/C(O)=C2/C(=O)C(=O)N(CCCN3CCOCC3)C2c2ccc(OC)cc2)cc1 (stereo unspecified)	8	-1	9	-5	-8	-17	-1	-3
CCC1=C(OC(=O)N(CC)CC)N2C(=O)OC(=NCCOC)[C@]2(Cc2ccccc2)[C@H]2C1=CC[C@H]1C(=O)N(C)C(=O)[C@H]12	9	-1	5	-3	8	0	0	-2
O=C1NC[C@H](Cc2ccccc2)N(CC2CCCCC2)C1=O	4	-3	19	8	-3	-8	5	-3
Cc1ccc(S(=O)(=O)N2CCN(C(=O)/C=C/c3ccccc3)CC2)cc1C	7	0	20	3	0	-13	89*	-4
CC1(C)CC(NC(=O)c2cccc(S(=O)(=O)Nc3cccc(Cl)c3)c2)CC(C)(C)N1	2	0	0	33	0	-1	-13	3
CCOc1ccc(CCNC(=O)CS(=O)(=O)Cc2nc(-c3ccccc3F)oc2C)cc1	2	7	26	5	-5	1	8	-27
COc1ccc(-c2cc3c(=O)n(CC(=O)NCc4ccc(F)cc4)ncn3n2)cc1	-9	5	-6	-13	0	-17	1	-78
COc1cc(/C=C/c2cc(C(=O)O)c3ccccc3n2)cc(OC)c1O	15	-2	-8	-16	21	-5	-4	13
CCCCN(C)C(=O)C1CCN(Cc2ccc(OCc3ccccc3)cc2)CC1	-9	-4	-7	8	6	-9	-16	10
(next part)
SMILES	CCR6 antagonist	APJ agonist	APJ antag	UBC13 polyUb	CXCR6 inh	ATG4B inhibitor	EBI2 block	Gli-Sufu block
C[C@H](CO)N1C[C@H](C)[C@H](CN(C)Cc2ccc(Oc3ccccc3)cc2)Oc2ccc(NC(=O)Nc3cccc4ccccc34)cc2CC1=O	8	1	-22	-7	-8	-13	1	22
O=C(NNC(=O)c1ccccc1O)c1cccc(Br)c1	5	-4	18	-4	-1	4	6	-15
O=C(CSc1nnc(CNC(=O)c2ccc(F)cc2)o1)NCCc1ccccc1	-1	1	11	-5	1	2	6	2
CCOC(=O)CSc1nc(N)c(C#N)c(-c2cccs2)c1C#N	13	4	12	7	-6	-8	-3	7
Cc1ccc(-c2nnc(SCC(=O)NNC(=O)COc3cccc(C)c3)n2C)cc1	-19	-3	-28	-8	-6	7	45*	6
O=C(COC(=O)c1ccc(C(F)(F)F)cc1)NC(=O)NC1CCCC1	-4	-1	8	10	2	-7	-13	0
O=C(NNS(=O)(=O)c1ccccc1[N+](=O)[O-])c1cccc(Cl)c1	-5	1	23	-16	-5	-2	-16	7
COc1ccc(N2CCN(C(CNC(=O)C(C)(C)C)c3cccnc3)CC2)cc1 (stereo unspecified)	-6	0	2	9	6	11	0	-11
COc1ccc(NC(=O)N2CCc3ccccc3C2)cc1	9	8	-3	8	-2	-2	2	-68
Cc1nc(Cl)sc1C(=O)Nc1ccc(F)cc1	-6	/	/	/	0	4	5	19
CC1(C)Cc2c(sc3c2C2=NCCN2C=N3)CO1	-1	-1	2	7	-15	-16	-23	4
COc1ccc(N/C=C(\C#N)S(=O)(=O)c2ccc(Cl)cc2)c(OC)c1	18	-2	2	2	3	-14	-10	65*
CC1CC(NC(=O)Cc2ccc(Br)cc2)CC(C)(C)C1 (stereo unspecified)	30	-9	10	4	0	-5	8	7
Cc1onc(COc2ccccc2O)c1Br	-2	0	15	-7	-5	2	-1	2
COC(=O)Cc1c(C)nc2nc(-c3cccnc3)[nH]n2c1=O	2	13	5	-13	2	-4	-3	-3
CC(=O)Nc1ccc(C(=O)CS(=O)(=O)c2ccc(C)cc2)cc1	-9	-5	2	-8	1	-1	1	0
CNC(=S)N1CCC(NC(=O)C(Cc2ccc(OC)cc2)NC(C)=O)CC1 (stereo unspecified)	1	-1	-6	-2	-7	-4	-2	/
Cc1nnc(SCC(=O)N2CCN(c3ccccc3F)CC2)n1C1CC1	-8	4	23	0	6	4	-8	-6
O=C(COC(=O)C1(c2ccc(Cl)cc2)CCCC1)NC1CCS(=O)(=O)C1 (stereo unspecified)	-2	6	14	-6	1	-12	-4	9
CCOc1ccc(OCC)c(NC(=O)CCn2c(=O)oc3ccccc32)c1	8	0	-1	-11	9	-3	0	3
CCOC(=O)c1nn(-c2ccc3c(c2)OCO3)cc1O	1	-3	18	11	-3	-11	3	1
Cn1nnnc1Sc1ncnc2scc(-c3ccc(Br)cc3)c12	21	-3	5	-4	2	3	18	15
CCOc1cc(C(=O)N=c2sccn2C)cc(Br)c1OC	-3	0	18	8	-5	2	9	12
O=S(=O)(c1ccc2c(c1)OCCO2)N1CCC(n2nnc3cc(F)ccc32)CC1	5	-6	-5	5	-3	-14	3	8
CCN1/C(=C\C=C(C(C)=O)C(C)=O)Sc2ccccc21	15	-4	-2	-429	14	7	7	12

Only Gli-Sufu block and CCR6 antagonist, for 4 of the compounds above:
Compound	Gli-Sufu block	CCR6 antagonist
Cc1ccc(S(=O)(=O)C(CCC(=O)N2CCOCC2)S(=O)(=O)c2ccc(C)cc2)cc1	12	6
CCOc1cc(C(=O)N=c2sccn2C)cc(Br)c1OC	12	-3
CC1CCC(=O)N(CCOc2ccccc2)CC1 (stereo unspecified)	-31	9
O=C(COC(=O)c1ccc(C(F)(F)F)cc1)NC(=O)NC1CCCC1	0	-4

(list continues)
SMILES	CCR6 antagonist	APJ agonist	APJ antag	UBC13 polyUb	CXCR6 inh	ATG4B inhibitor	EBI2 block	Gli-Sufu block
COc1ccc(Br)cc1/C=N/N1CCN(Cc2ccccc2Cl)CC1	4	-4	12	-2	2	-2	-1	-7
COc1ccc(C(CCNCc2ccc(OC(C)C)cc2)C(C)C)cc1 (stereo unspecified)	6	-2	6	37	-3	2	-9	-5
N#Cc1c(N)n(CCNC(=O)c2ccccc2)c2nc3ccccc3nc12	2	-1	5	-10	1	-1	-5	-1
Cc1cc(OC(=O)c2cccc(Cl)c2)c([N+](=O)[O-])c(=O)[nH]1	-6	-5	3	1	-1	-10	-3	7
C/C(CCc1ccccc1)=N\NC(=O)C1C2CCCCC21 (stereo unspecified)	0	-1	-11	-8	-4	-2	-3	0
Oc1ccc(Br)cc1-c1cc(-c2ccco2)[nH]n1	21	3	2	13	2	6	11	6
COc1ccc(/C=N/NC(=O)c2cccc([N+](=O)[O-])c2)cc1OC(=O)c1ccc(C)cc1	2	-3	-6	-5	2	-11	4	6
O=C(CN(C(=O)CNS(=O)(=O)c1ccc(F)cc1)C1CCCC1)NCc1ccco1	11	-2	24	1	2	-5	5	16
Cc1ccccc1NC(=S)N(Cc1ccccn1)Cc1ccccc1Cl	10	-1	0	4	3	-9	9	10
CCOc1ccccc1NC(=O)CC1Nc2cc(C)c(C)cc2NC1=O (stereo unspecified)	-4	-3	16	-1	-2	-6	2	-3
Cc1ccc(S(=O)(=O)NNC(=O)c2cc([N+](=O)[O-])c(C)c([N+](=O)[O-])c2)cc1	10	2	-14	0	-5	-9	-15	1
O=C(Cc1ncc(C(F)(F)F)cc1Cl)NCc1cccnc1	-5	-3	14	0	-11	2	3	5
COc1ccccc1CNCC(=O)Nc1ccc(C#N)cc1	17	1	10	0	7	1	-3	2
COC(=O)CC1C(=O)NCCN1C(=O)Nc1ccc(Cl)c(Cl)c1 (stereo unspecified)	7	-3	10	20	-9	-1	-5	-1
Cc1ccc(Oc2nc(-c3ccccn3)nc3ccccc23)cc1	7	-6	26	13	9	7	-4	-1
Cn1c(/C=C/c2cccc(Br)c2)nc2ccccc2c1=O	18	-2	0	5	-4	-3	-4	-2
O=C(C1CCC(CNS(=O)(=O)c2ccccc2)CC1)N1CCOCC1 (stereo unspecified)	8	-3	-6	6	-6	1	-18	-4
O=C(Nc1ccc(N2CCCC2)c(Cl)c1)c1ccc2c(c1)OCCO2	13	4	-19	-2	2	4	17	-2
COc1cc(C2CC(=O)NC3=C2C(=O)CC(C)(C)C3)ccc1O (stereo unspecified)	-38	/	/	/	6	1	-5	-21
CCC(C)[C@H](NC(=O)[C@@H]1Cc2ccccc2CN1C(=O)OC(C)(C)C)C(=O)NCC1CCC(C(=O)O)CC1 (stereo partly specified)	1	-2	-15	2	-10	-4	-8	6
CCCCNC(=O)C1CC(=O)N(C2CCCCC2)C1 (stereo unspecified)	1	-3	10	-3	-7	14	0	-3
Cc1cccc(NC(=O)CO/N=C/c2ccc3c(c2)OCO3)c1	12	-5	4	7	-4	-4	-1	-2
S=C(NC1CCCCC1)N1CCN(Cc2ccccc2Cl)CC1	7	0	-7	6	-7	-10	-8	7
COCCCNC(=S)N/N=C/c1cccc(OC)c1O	6	-1	-3	16	-3	-3	-8	10
COc1ccc(C(=O)Nc2ccc(Cl)cc2F)cc1S(=O)(=O)N1CCCC1	9	-3	1	2	0	-3	-5	-7
COc1ccc(-c2csc(N(CCCN(C)C)C(=O)c3ccccc3C)n2)cc1	9	-1	-21	13	-10	0	12	37
CSC1=NCCN1C(=O)C(C)(C)Oc1ccc(Cl)cc1	13	-5	1	9	5	-11	4	-4
CN(C)C(=O)CCc1ccc2c3c([nH]c2c1)[C@]1(C)[C@@H](C(=O)N2CCCCC2)C[C@H](CC(=O)NC(C)(C)C)C(=O)N1CC3	8	/	/	/	7	-1	-7	2
Cc1ccc(C(=O)N2NC(c3ccc(F)cc3)C3C(=O)N(c4ccc(C)cc4)C(=O)C32)cc1 (stereo unspecified)	15	-1	-3	-11	-2	0	-6	-1

Four records picked at random from the list so far, as already listed:
SMILES	CCR6 antagonist	APJ agonist	APJ antag	UBC13 polyUb	CXCR6 inh	ATG4B inhibitor	EBI2 block	Gli-Sufu block
Cc1cc(OC(=O)c2cccc(Cl)c2)c([N+](=O)[O-])c(=O)[nH]1	-6	-5	3	1	-1	-10	-3	7
COc1ccc(-c2cc3c(=O)n(CC(=O)NCc4ccc(F)cc4)ncn3n2)cc1	-9	5	-6	-13	0	-17	1	-78
Cc1ccc(C(=O)N2NC(c3ccc(F)cc3)C3C(=O)N(c4ccc(C)cc4)C(=O)C32)cc1 (stereo unspecified)	15	-1	-3	-11	-2	0	-6	-1
C=CCOc1ccc(/C(O)=C2/C(=O)C(=O)N(CCCN3CCOCC3)C2c2ccc(OC)cc2)cc1 (stereo unspecified)	8	-1	9	-5	-8	-17	-1	-3
